Assay outcomes deposited in PubChem by several laboratories.
3CLpro inhibitor – SARS-CoV 3CLpro protease inhibition. hit rate 0.14% among 290,000. recombinant SARS-CoV 3CLpro, quenched FRET peptide cleavage. inhibition, % at 6 µM; in the data active = inhibition above about 12%
DUSP3 inh – blocks human VHR1 dual specificity phosphatase | recombinant VHR phosphatase, pNPP absorbance | inhibition, % at 13.3 µM | hit rate 0.52% among 290,000; in the data active = inhibition above about 50%; also: some compounds called inactive have numbers as strong as hits
Target sequence (P51452 whole entry, looked up): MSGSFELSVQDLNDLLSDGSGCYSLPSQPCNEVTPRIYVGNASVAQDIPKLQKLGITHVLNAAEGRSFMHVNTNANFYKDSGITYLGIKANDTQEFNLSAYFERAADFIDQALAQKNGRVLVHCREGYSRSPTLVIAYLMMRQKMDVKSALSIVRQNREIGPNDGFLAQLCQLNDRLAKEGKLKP
Rv3671c inh – Rv3671c (M. tuberculosis) protease inhibition; hit rate 0.048% among 320,000; inhibition, % at 5.96 µM; P9WHR9; in the data active = inhibition above about 38%;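 also: extracellular domain of Rv3671c used as enzyme; 0% = enzyme with DMSO and 100% = no enzyme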
Target sequence (P9WHR9 whole entry, looked up, the tested form may be a part): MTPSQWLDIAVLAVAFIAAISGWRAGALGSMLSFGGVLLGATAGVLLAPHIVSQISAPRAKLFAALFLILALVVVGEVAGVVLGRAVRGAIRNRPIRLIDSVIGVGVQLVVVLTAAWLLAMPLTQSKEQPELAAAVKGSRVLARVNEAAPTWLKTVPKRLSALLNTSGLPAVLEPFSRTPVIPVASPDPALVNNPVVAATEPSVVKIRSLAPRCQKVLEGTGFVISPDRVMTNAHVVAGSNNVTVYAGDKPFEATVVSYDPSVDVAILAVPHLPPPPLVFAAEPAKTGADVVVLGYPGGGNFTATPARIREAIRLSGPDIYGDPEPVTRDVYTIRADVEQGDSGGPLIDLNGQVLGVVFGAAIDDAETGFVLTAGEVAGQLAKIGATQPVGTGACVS
* hit, by the source's call; . = no result given.

Below each SMILES: 3CLpro inhibitor	DUSP3 inh	Rv3671c inh
CO[C@H]1C=CO[C@@]2(C)Oc3c(C)c(O)c4c(O)c(c5c(nc6cc(C)ccn65)c4c3C2=O)NC(=O)C(C)=CC=C[C@H](C)[C@H](O)[C@@H](C)[C@@H](O)[C@@H](C)[C@H](OC(C)=O)[C@@H]1C
 : 3	21	.
Cc1cnc(NC(=O)c2c(O)c3cccc4c3n(c2=O)CCC4)s1
 : 3	29	.
CC(C)c1ccc(S(=O)(=O)/N=C2/C=CC(=O)c3ccccc32)cc1
 : 5	20	.
COc1ccc(N2CCn3c2nc2c3c(=O)n(CCc3ccccc3)c(=O)n2C)c(OC)c1
 : -1	14	.
Cc1cc(NS(=O)(=O)c2ccc(NC(=O)c3cc4ccccc4o3)cc2)no1
 : 4	24	.
COc1ccccc1C(=O)NN1C(=O)/C(=C/c2cccn2C)SC1=S
 : 3	-10	.
Cc1cc(NCCN2CCCCC2)n2c(nc3ccccc32)c1C#N
 : -2	-2	.
O=c1c2cc([N+](=O)[O-])ccc2nc(CN2CCOCC2)n1-c1ccccc1F
 : -2	10	.
CCOC(=O)c1cccc(NC(=O)Cn2c(CC(=O)N3CCCC3)nc3ccccc32)c1
 : -3	-5	.
O=C(N/N=C/c1ccc(Cl)cc1Cl)C1CCN(c2ncc(C(F)(F)F)cc2Cl)CC1
 : -1	21	.
CCSc1nc2c(sc3nc(C)cc(C)c32)c(=O)[nH]1
 : 2	2	.
Cc1c(Cl)cccc1NC(=O)CN1C(=O)CSc2ncccc21
 : -2	-12	.
Cc1nc2sc3c(c2c2nc(-c4ccco4)nn12)CCCC3
 : 0	-6	.
CC1CCCCN1C(=O)Cn1cc(/C=C2/C(=O)Nc3ccccc32)c2ccccc21 (stereo not given)
 : -5	13	.
CC(C)Sc1nc(-c2cccs2)nc2c1c(=O)n(C)c(=O)n2C
 : -3	-24	.
COc1ccc2[nH]c3c(c2c1)CCn1c-3nc2sc(C(=O)Nc3ccccc3)c(C)c2c1=O
 : 5	-7	.
COc1cc(-c2nn3c(-c4ccccn4)nnc3s2)cc(OC)c1OC
 : 3	36	.
Cc1nn(S(=O)(=O)c2cccs2)c(C)c1Sc1ccccc1
 : -7	17	.
Cc1cc(C)cc(NC(=O)c2snc3c(=O)[nH]cnc23)c1
 : 0	29	.
CCN(CC)c1ncnc2c1sc1nc(N3CCOCC3)c3c(c12)CCC3
 : 1	41	.

Reformatted: results already given
Structure	3CLpro inhibitor	DUSP3 inh	Rv3671c inh
Cc1cc(NCCN2CCCCC2)n2c(nc3ccccc32)c1C#N	-2	-2	.
O=c1c2cc([N+](=O)[O-])ccc2nc(CN2CCOCC2)n1-c1ccccc1F	-2	10	.
CCOC(=O)c1cccc(NC(=O)Cn2c(CC(=O)N3CCCC3)nc3ccccc32)c1	-3	-5	.
O=C(N/N=C/c1ccc(Cl)cc1Cl)C1CCN(c2ncc(C(F)(F)F)cc2Cl)CC1	-1	21	.
CCSc1nc2c(sc3nc(C)cc(C)c32)c(=O)[nH]1	2	2	.
Cc1c(Cl)cccc1NC(=O)CN1C(=O)CSc2ncccc21	-2	-12	.
Cc1nc2sc3c(c2c2nc(-c4ccco4)nn12)CCCC3	0	-6	.
CC1CCCCN1C(=O)Cn1cc(/C=C2/C(=O)Nc3ccccc32)c2ccccc21 (stereo not given)	-5	13	.
CC(C)Sc1nc(-c2cccs2)nc2c1c(=O)n(C)c(=O)n2C	-3	-24	.
COc1ccc2[nH]c3c(c2c1)CCn1c-3nc2sc(C(=O)Nc3ccccc3)c(C)c2c1=O	5	-7	.
COc1cc(-c2nn3c(-c4ccccn4)nnc3s2)cc(OC)c1OC	3	36	.
Cc1nn(S(=O)(=O)c2cccs2)c(C)c1Sc1ccccc1	-7	17	.
Cc1cc(C)cc(NC(=O)c2snc3c(=O)[nH]cnc23)c1	0	29	.
CCN(CC)c1ncnc2c1sc1nc(N3CCOCC3)c3c(c12)CCC3	1	41	.

The main list resumes; the 2 compounds before the break are reprinted first.
Below each SMILES: 3CLpro inhibitor	DUSP3 inh	Rv3671c inh
Cc1cc(C)cc(NC(=O)c2snc3c(=O)[nH]cnc23)c1
 : 0	29	.
CCN(CC)c1ncnc2c1sc1nc(N3CCOCC3)c3c(c12)CCC3
 : 1	41	.
CCCCCCC(=O)Cc1cc(OC)c(OC)cc1C=C(C(=O)OCC)C(=O)OCC
 : -3	4	.
C[C@]12CCC(=O)C[C@@H]1CC[C@@H]1[C@@H]2CC[C@@]2(C)[C@H]1CC[C@]2(C)O
 : 2	16	.
O=C(/C=C/c1ccc(Cl)cc1)N1CCN(c2ncccn2)CC1
 : -3	31	.
NC(=O)c1sc2nc3c(c(-c4cccs4)c2c1N)CCCC3
 : 2	9	.
CC1(C)CC(=O)C(C=Nc2cccc(/N=C/C3=C(O)CC(C)(C)CC3=O)n2)=C(O)C1
 : 2	22	.
CN1CCc2c(sc3ncn4nc(-c5ccccc5O)nc4c23)C1
 : -6	29	.
Cc1c(Nc2c3c(c(C#N)c4nc5ccccc5n24)CCC3)c(=O)n(-c2ccccc2)n1C
 : 0	26	.
COC(=O)c1cc(-c2ccccc2)c2c(=O)n(C)c(=O)n(C)c2n1
 : 2	-15	.
CCc1nnc(NC(=O)CSc2nnc(-c3ccncc3)n2Cc2ccccc2)s1
 : -1	17	.
COc1ccc(N2CCN(c3nc(Nc4ccc(F)cc4)nc(OC)n3)CC2)cc1
 : 1	23	.
Cc1cc(NS(=O)(=O)c2ccc(Nc3nc(-c4sc(C)nc4C)cs3)cc2)no1
 : 0	33	.
C/C(=N/Nc1nc(-c2ccccc2)cc(-c2ccccc2)n1)c1ccc(N)cc1
 : 0	-3	.
COc1cc(/C=c2\sc3nc(-c4ccncc4)nn3c2=O)ccc1OC(C)=O
 : -3	12	.
CC1(C)Cc2nc3nc(SCC(=O)NCc4ccccc4)n(-c4ccccc4)c(=O)c3cc2CO1
 : 4	41	.
CCc1c(C)c(C#N)c2nc3ccccc3n2c1Cl
 : 4	8	.
COC(=O)c1cc(OC)c(OC)cc1NC(=O)c1ccoc1C
 : 1	24	.
c1ccc(CN2CCN(c3ncccn3)CC2)nc1
 : -1	-25	.
O=C(c1cc2nc(-c3ccc(F)cc3)cc(C(F)(F)F)n2n1)N1CCCC1
 : -1	27	.
Cc1cc(C)n2cc(CSc3nnc(SCc4cn5c(C)cc(C)nc5n4)s3)nc2n1
 : 1	31	.
C#CCOCCOCCOCCNc1nc(N2CCN(C(=O)Cn3cc(CCCN=C(N)N)nn3)CC2)nc(N2CCN(C(=O)Cn3cc(CCCN=C(N)N)nn3)CC2)n1
 : 0	19	.

Below each SMILES: 3CLpro inhibitor	DUSP3 inh	Rv3671c inh
COc1ccc(C(c2nnnn2C2CCCCC2)N2CCN(c3ccccc3)CC2)cc1 (stereo not given)
 : -2	7	.
CCCSc1nc(C)nc2c1c(=O)n(C)c(=O)n2C
 : -4	7	.
O=C(CN1CCCCC1)N1CCN(C(=O)CN2CCCCC2)CC1
 : 2	21	.
C/C(=C\c1ccccc1)CN(C)CCN(C)C
 : -6	36	.
COC(=O)c1ccc(Cl)c(NC(=O)c2ccc(-c3ccccc3)cc2)c1
 : 1	6	.
COC(=O)c1ccc2c(c1)N(Cc1nc(-c3cccc(C)c3)oc1C)C(=O)C1CCCN21 (stereo not given)
 : 2	6	.
COc1ccc(C)cc1NC(=O)c1cc2cc3ccc(C)cc3nc2o1
 : -4	19	.
CNC(=O)/C(=N\O)c1ccccc1
 : -4	8	.
Cc1ccc(C2/C(=C(\O)c3ccc4c(c3)OCCO4)C(=O)C(=O)N2CCCN(C)C)o1 (stereo not given)
 : 0	10	.
Cc1cc(C)nc(N(C#N)S(=O)(=O)c2ccc(Br)cc2)n1
 : -1	22	.
COc1ccc2[nH]cc(C(O)CN3CCN(c4ccccc4)CC3)c2c1 (stereo not given)
 : 1	0	.
Cc1ccc2oc3c(c(=O)c2c1)C(c1ccc(F)cc1)N(CCCN1CCOCC1)C3=O (stereo not given)
 : 0	27	.
O=C(COc1ccc(Cl)cc1)Nc1ccccc1N1CCOCC1
 : 0	36	.
CCc1cc2c(nc1CC)CCN(CC/C(C)=N/OC[C@H]1O[C@H](c3ccccc3)C=C[C@@H]1Oc1ccc(OC)cc1)C2
 : 3	24	.
CCOC(=O)c1sc2nc(N3CCOCC3)c3c(c2c1N)CCN(C)C3
 : -5	6	.
Nc1cccc(-n2nncc2-c2ccc(Cl)cc2)c1
 : -2	5	.
COc1cccc(N2CCCn3c2nc2c3c(=O)n(CCN3CCOCC3)c(=O)n2C)c1
 : 0	17	.
CC12CC(NC(=O)N1c1ccc(C(=O)N3CCN(c4ccccn4)CC3)cc1)c1ccccc1O2 (stereo not given)
 : 4	29	.
Cc1nnc(C)c2c(C)n(-c3ccc(Br)cc3)c(C)c12
 : -1	-9	.
Cc1ccc(O)c(/C=N/NC(=O)C2=NNC(c3ccccc3)(c3ccccc3)C2)c1
 : 5	4	.

Below each SMILES: 3CLpro inhibitor	DUSP3 inh	Rv3671c inh
NC(=O)C(CC(=O)O)NC(=O)[C@@H]1CCCCNc2c(I)cc([N+](=O)[O-])cc2C(=O)N[C@@H](CO)C(=O)NCC(=O)N1 (stereo not given in full)
 : -4	-11	.
C=CCN(C)CCCNC(=O)/C=N/O
 : 2	8	.
CCOC(=O)c1sc(NC(=O)CSc2nc3c(c(=O)n2-c2ccccc2)SCC3)c(C(=O)OCC)c1C
 : 5	0	.
CC1CCC(NC(=O)C2CCN(C(=O)NC3CCCCC3)CC2)CC1 (stereo not given)
 : 1	-6	.
CCOc1ccc(N2CCCn3c2nc2c3c(=O)n(CCc3ccccc3)c(=O)n2C)cc1
 : 2	45	.
Cc1c(C(=O)NCc2ccccc2Cl)oc2c1C(=O)CCC2
 : -2	25	.
Cc1ccc2nc3c(cc(C(=O)NCC4CCCO4)n3C)c(=O)n2c1 (stereo not given)
 : 5	9	.
O=C1CC(c2ccc(Cl)c(Cl)c2)CC(O)=C1C=NCCN1CCNCC1 (stereo not given)
 : 1	19	.
COc1ccc(OC)c2c1sc(=NC(=O)CN1C(=O)CCC1=O)n2C
 : -1	29	.
COC(=O)C1=C(N)n2c(s/c(=C\c3cccnc3)c2=O)=C(C(=O)OC)C1c1cccnc1 (stereo not given)
 : 4	-12	.
CCC(C)NC(=O)c1c(N)n(/N=C/c2cccs2)c2nc3ccccc3nc12 (stereo not given)
 : -2	20	.
COCCn1c(=O)c2c(nc3n2CCN3c2ccc(C)cc2)n(C)c1=O
 : -4	48	.
CC1CCC(NC(=O)c2ccc(/C=C3\Oc4ccccc4N(C)C3=O)cc2)CC1 (stereo not given)
 : 4	-23	.
CCN1CCN(c2cc(C)c3cc(NC(=O)c4ccccc4F)ccc3n2)CC1
 : 1	4	.
C[C@]12CC(=CO)C(=O)C[C@@H]1CC[C@@H]1[C@@H]2CC[C@@]2(C)[C@H]1CC[C@]2(C)O
 : -2	3	.
COC(=O)Nc1ccc(S(=O)(=O)Nc2ccc(C)cc2)cc1
 : -2	41	.
CCOC(=O)C1CCCN(c2ncnc3c2[nH]c2cccc(OC)c23)C1 (stereo not given)
 : 6	-10	.
CCC(CCC(=O)Nc1nncs1)C(=O)O (stereo not given)
 : -3	12	.
COc1ccc(/C(O)=C2/C(=O)C(=O)N(CCCN(C)C)C2c2ccccc2)cc1Cl (stereo not given)
 : -9	23	.
Cc1ccc(CNC(=O)CSc2nc3ccccc3c3nc(C)nn23)cc1
 : -1	18	.

Below each SMILES: 3CLpro inhibitor	DUSP3 inh	Rv3671c inh
CCCN1C(=O)/C(=C\C=C2/Sc3ccccc3N2CC)SC1=S
 : -1	30	.
O=C1NC(=O)C2=Cc3ccc(O)cc3OC2(O)N1 (stereo not given)
 : 2	-3	.
Cc1ccc(C)n1C(Cc1ccccc1)C(=O)O (stereo not given)
 : 2	14	.
CCc1nc(SCC(=O)N2CCC(Cc3ccccc3)CC2)c2c(=O)n(C)c(=O)n(C)c2n1
 : -1	2	.
CCn1cnc2sc(C)c(C)c2c1=O
 : 2	35	.
CC(=O)Nc1nc2c(ncn2COCCOC(C)=O)c(=O)[nH]1
 : -2	-6	.
Cc1ccc(S(=O)(=O)N2CCOCC2)cc1C(=O)OCC(=O)N1c2ccccc2NC(=O)C1(C)C
 : -2	-2	.
COc1ccc(/C(O)=C2/C(=O)C(=O)N(CCCN(C)C)C2c2ccc(C)o2)cc1Cl (stereo not given)
 : -4	15	.
Cc1nnc2n(C3CCCCC3)c(=O)c3c4c(sc3n12)CCC4
 : -4	19	.
COc1ccc(O[C@H]2C=C[C@@H](c3ccccc3)O[C@@H]2COC(=O)CC/C(C)=N/O[C@@H](C)c2cn([C@H](CO)Cc3ccccc3)nn2)cc1
 : 4	0	.
COc1ccc(OC)c(NC(=O)CSc2nc3ccccc3c3nc4ccccc4n23)c1
 : 1	37	.
COC(=O)c1cc(OC)c(OC)cc1NC(=O)c1cnccn1
 : 1	-19	.
O=C1C([N+](=O)[O-])=C(O)c2cccc3cccc1c23
 : -3	-2	.
O=S(=O)(c1cccc(-c2nn3c(-c4ccncc4)nnc3s2)c1)N1CCOCC1
 : 1	18	.
C/C(CC(=O)Nc1cc(C)ccn1)=N\NC(=O)COc1cccc(C)c1
 : 4	30	.
CCOC(=O)N1CCC(NC(=O)c2ccc3nc4ccccc4c(=O)n3c2)CC1
 : 1	38	.
O=C(Nc1nnc(-c2ccccc2)s1)c1ccc(Cl)c(S(=O)(=O)N2CCOCC2)c1
 : -6	4	.
CN1CCc2c(sc(NC(=O)c3cc4cc([N+](=O)[O-])ccc4s3)c2C(N)=O)C1
 : 3	27	.
Cc1ccc(C)n1-c1cccc(C(=O)O)c1
 : .	-9	-3
C1CN(c2nc3nonc3nc2N2CCOCC2)CCO1
 : .	21	3
C/C=C/C=C/C(=O)Nc1cccc(C2=NOC3(C2)C[C@H](C(N)=O)N(C(=O)CC(c2ccccc2)c2ccccc2)C3)c1 (stereo not given in full)
 : .	4	-27
CCCCn1c(=O)c2c(c3ccccc31)OCC(=O)N2
 : .	17	-3
N#Cc1c(N)sc(=S)c2c1CCN(Cc1ccccc1)C2
 : .	18	-1

Not all compounds are listed (hit frequency here may not be typical).
